KKLEB cytotox: reduces viability of KKLEB cystic fibrosis airway cells. activity change (cytotoxicity), % at 5 µM. 0.36% of 360,000 active. KKLEB CF airway cells viability, ATPlite luminescence, overnight; hits give low values; cells stimulated with P. aeruginosa culture filtrate;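 active = corrected activity change at or below -50% at 5 µM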
MITF TRPM1 inh: inhibitors of MITF-driven TRPM1 promoter in melanoma cells. inhibition, % at 12.5 µM. AID 488899. 0.83% of 330,000 active. SK-MEL-5 TRPM1 promoter luciferase, 24 h;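 active = mean inhibition across replicates of 60% or more, whatever share of single replicates reaches that level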; also: values of inactives mirror those of a sister screen read the other way
NR2E3 ag-1: human photoreceptor-specific nuclear receptor agonism; Q9Y5X4; 0.35% of 360,000 active; inhibition of corepressor binding, % at 3.98 µM; AID 602229; CHO-S Gal4-NCOR/VP16-NR2E3 two-hybrid, luciferase;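 active = inhibition above the mean of all tested compounds plus 3 SD, cut at about 70% in these data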;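 also: 0% = DMSO with NR2E3 transfected cells and 100% = cells lacking NR2E3 construct; higher means lower luciferase signal from less NR2E3 corepressor binding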
Target sequence (Q9Y5X4 whole entry, looked up, the tested form may be a part): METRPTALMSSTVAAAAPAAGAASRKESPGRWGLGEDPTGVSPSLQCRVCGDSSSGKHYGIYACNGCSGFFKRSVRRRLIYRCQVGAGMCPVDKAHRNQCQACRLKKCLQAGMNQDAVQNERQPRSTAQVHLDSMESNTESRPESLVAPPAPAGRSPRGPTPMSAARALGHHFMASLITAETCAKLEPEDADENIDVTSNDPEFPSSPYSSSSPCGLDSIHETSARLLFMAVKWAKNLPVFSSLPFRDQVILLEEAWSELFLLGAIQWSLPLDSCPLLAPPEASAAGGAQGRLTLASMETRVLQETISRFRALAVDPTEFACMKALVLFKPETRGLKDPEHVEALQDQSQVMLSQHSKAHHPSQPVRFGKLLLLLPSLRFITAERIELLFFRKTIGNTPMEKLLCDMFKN
CF NFkB block: blocks PAF-induced NF-kB reporter in cystic fibrosis cells; inhibition, % at 5 µM; KKLEB NF-kB-GFP reporter, GFP fluorescence overnight; 0.86% of 360,000 active;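 active = at least 50% inhibition at 5 µM, scaled per plate between neutral and stimulator controls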;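 also: PAF is a Pseudomonas aeruginosa culture filtrate used as stimulus; plate controls were PAF-stimulated DMSO wells for no effect and unstimulated DMSO wells for full effect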
Shn3 inh set2: inhibitors of Schnurri-3 3'UTR reporter in osteoblasts. Clone20 osteoblast Shn3 3'UTR firefly luciferase, 24 h. 0.52% of 360,000 active. inhibition, % at 12.5 µM;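 active = mean inhibition of at least 75% with every replicate also reaching 75%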;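 also: 0% = median of neutral control wells and 100% = pilot-screen positive control compound; some compounds past the cut are filed as inactive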
NR2E3 ag-2: NR2E3 (human) agonism; Q9Y5X4; inhibition of corepressor binding, % at 4.78 µM; GST-NR2E3/biotin-RetCOR TR-FRET, 1536-well; 0.12% of 320,000 active; AID 2300;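 active = percent inhibition above the cutoff of mean plus 3 SD of all tested compounds, set per screening campaign, cut at about 20% in these data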;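 also: 0% = DMSO wells and 100% = biotin wells as full block of FRET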
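Material: NR2E3–RetCOR corepressor complex / Incubation: Compound–protein incubation for 5 h at 4 °C / Dosing: compound at 4.8 µM, single dose / Detection: time-resolved FRET / Benchmarks: high control biotin, low control 0.6% DMSO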
HIF-2a inh: blocks HIF-2a reporter activity; 786-0 RCC cells HIF-2a reporter, luciferase luminescence, overnight; inhibition, % at 18.8 µM; 0.72% of 360,000 active; AID 624352;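 active = inhibition of the luminescence signal of 40% or more relative to plate controls, in a single-dose primary screen at 18.75 µM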
TRAIL sens C8: caspase-8 TRAIL sensitization | inhibition (viability loss, TRAIL sensitization), % at 10 µM | 1% of 360,000 active | NB7+C8 cells + TRAIL, ATPlite viability luminescence;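 active = compounds causing at least 50% loss of cell viability in the single-dose screen, relative to plate controls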
Peg3 prom inh: Peg3 promoter activity inhibition. 1.7% of 360,000 active. inhibition, % at 20 µM. HeLa PEG-Prom luciferase reporter, luminescence, overnight;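 active = inhibition of at least 50% at 20 µM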
TWEAK Fn14 block: blocks TWEAK-Fn14 interaction in a reporter cell assay; TWEAK-stimulated Fn14 reporter cells, luciferase luminescence, 8 h; inhibition, % at 10 µM; 2% of 360,000 active; AID 1159606; in the data active = inhibition above about 50%
TROY NFkB inh: inhibitors of TROY-dependent NF-kB signaling; Q293 LMP1-TROYcd NF-kB luciferase reporter, 4 h; inhibition, % at 10 µM; 0.98% of 360,000 active; AID 1347056;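 active = compounds whose plate-normalised and pattern-corrected inhibition of the luciferase reporter signal at the single screening dose is 50% or more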
Active calls of the source: *; x = no result given.

1	CC1(C(=O)Nc2ccc3c(c2)OCO3)CCN1C(=O)Cc1cccc2ccccc12 (stereo not drawn)
2	Cc1cc(C(C)(C)C)cc(C)c1CCNC(=O)c1c(C)noc1C
3	Cc1ccc(CNC(=O)CN(C)S(=O)(=O)c2ccc(F)cc2)cc1
4	CCOc1ccc(Cl)cc1S(=O)(=O)NCc1ccccn1
5	CC(=O)OC(CC(=O)O)C[N+](C)(C)C (stereo not drawn)
6	Oc1c(Cl)cc(Cl)cc1CNn1cnnc1
assay / compound	1	2	3	4	5	6
KKLEB cytotox	2	-10	-1	11	6	-15
MITF TRPM1 inh	x	-1	-33	-18	2	4
NR2E3 ag-1	9	-12	13	-35	-24	-33
CF NFkB block	-2	-6	-6	-8	1	16
Shn3 inh set2	-10	27	6	-3	4	11
NR2E3 ag-2	x	x	5	1	1	-2
HIF-2a inh	-28	-1	-7	18	2	13
TRAIL sens C8	-1	18	4	-4	-2	7
Peg3 prom inh	-21	2	-11	12	11	10
TWEAK Fn14 block	-4	-5	-3	9	-21	-11
TROY NFkB inh	-18	17	-3	-4	12	3

7	Cc1ccc(NC(=O)CSc2nc(=O)n(CCCN(C)C)c3c2CCC3)c(C)c1
8	COc1ccc(C(CNS(=O)(=O)c2ccc(NC(C)=O)c(OC)c2)N2CCCCC2)cc1 (stereo not drawn)
9	COc1ccc(OC)c(NC(=O)CN(C)CCOc2ccc(Br)cc2)c1
10	COC(=O)c1ccc(N2CCN(S(=O)(=O)c3ccccc3)CC2)c([N+](=O)[O-])c1
11	Cc1cc(C)n(-c2nc(SCCN(C)C)c3c4c(sc3n2)CCCC4)n1
12	Cc1nnc(NC(=O)c2ccc(-c3ccc(Cl)cc3)o2)s1
assay / compound	7	8	9	10	11	12
KKLEB cytotox	2	9	-1	11	-31	10
MITF TRPM1 inh	-11	-1	-4	6	10	-18
NR2E3 ag-1	13	-77	7	-2	1	-3
CF NFkB block	0	-28	-6	-7	12	-49
Shn3 inh set2	-7	14	6	14	53	10
NR2E3 ag-2	19	x	-6	2	-2	-5
HIF-2a inh	20	-46	-11	1	-271	-8
TRAIL sens C8	0	-5	7	10	21	3
Peg3 prom inh	-19	-44	8	10	83*	-14
TWEAK Fn14 block	10	2	-11	8	-41	-18
TROY NFkB inh	9	-10	9	21	17	-19

13	COc1ccc(C(O)(CCN2CCCCC2)C2CCCCC2)cc1 (stereo not drawn)
14	CC1(C(=O)Nc2c(F)c(F)c(F)c(F)c2F)CC1(Br)Br (stereo not drawn)
15	O=C(CCCNC(=O)c1ccc(Cl)cc1)Nc1ccccc1F
16	Cc1n[nH]c(=O)c2c(NC(=O)COC(=O)c3cccc(OC(F)F)c3)oc(C)c12
17	Cc1c(C(=O)c2cccc([N+](=O)[O-])c2)c2ccccn2c1CCC#N
18	CCc1cc2c(=O)c(-c3ccc4c(c3)OCCO4)coc2c(CN2CCCCC2C)c1O (stereo not drawn)
assay / compound	13	14	15	16	17	18
KKLEB cytotox	1	0	7	9	-4	-31
MITF TRPM1 inh	4	3	1	6	-1	-33
NR2E3 ag-1	-13	8	-29	-30	6	-22
CF NFkB block	9	-1	-9	-48	2	18
Shn3 inh set2	10	-2	0	7	-7	-13
NR2E3 ag-2	1	1	6	6	-7	2
HIF-2a inh	11	12	6	12	13	-111
TRAIL sens C8	-5	-12	5	-6	-10	12
Peg3 prom inh	-1	10	15	16	6	-78
TWEAK Fn14 block	3	2	5	1	-9	31
TROY NFkB inh	6	-19	-2	-8	-4	72*

19	O=C(NCc1ccncc1)c1cccc(S(=O)(=O)Nc2ccc(F)cc2)c1
20	CCOC(=O)C1CCN(C(=O)CSc2cc(=O)n(C)c3ccccc23)CC1
21	CCOC(=O)N1CCN(S(=O)(=O)c2ccc(Br)s2)CC1
22	CC1=C(C(=O)Nc2cccc(C(=O)NCc3ccccc3C)c2)SCCO1
23	CCN(CC)S(=O)(=O)c1cc(C(=O)Nc2cc(S(=O)(=O)N3CCOCC3)ccc2N2CCCC2)ccc1F
24	O=C(CCl)Nc1cc(-c2ccccc2)nn1-c1ccccc1
assay / compound	19	20	21	22	23	24
KKLEB cytotox	3	-1	4	4	-17	-54*
MITF TRPM1 inh	-2	1	1	-6	7	67*
NR2E3 ag-1	13	-7	-2	-14	-2	1
CF NFkB block	12	-19	7	-6	6	0
Shn3 inh set2	31	4	-11	14	8	19
NR2E3 ag-2	x	0	2	-2	x	0
HIF-2a inh	15	2	5	-3	19	-25
TRAIL sens C8	-9	-12	5	7	-14	43
Peg3 prom inh	10	-6	15	4	12	41
TWEAK Fn14 block	15	7	0	-3	1	6
TROY NFkB inh	4	7	7	3	8	-32

25	COc1ccc(C(=O)N2CCCCC2c2cc(C(=O)NCc3ccc(Cl)c(Cl)c3)no2)cc1 (stereo not drawn)
26	COCCN(C(=O)COC(=O)Cc1cccc2ccccc12)c1c(N)n(Cc2ccccc2)c(=O)[nH]c1=O
27	O=C(COC(=O)CCCN1C(=O)c2cccc3cccc(c23)C1=O)NC1CCS(=O)(=O)C1 (stereo not drawn)
28	Cc1cc2oc(=O)cc(-c3ccccc3)c2c(C)c1-c1ccc(C#N)cc1
29	COC(=O)NNC(=O)c1ccc(C)c(Br)c1
30	COc1ccc(C(c2nnnn2C2CCCC2)N2CCN(c3ccccc3)CC2)cc1 (stereo not drawn)
assay / compound	25	26	27	28	29	30
KKLEB cytotox	-4	10	17	-19	12	9
MITF TRPM1 inh	x	2	-12	3	-4	1
NR2E3 ag-1	-28	-2	-27	-27	-26	4
CF NFkB block	-3	-7	-24	22	-4	6
Shn3 inh set2	22	13	-6	-4	-9	6
NR2E3 ag-2	x	3	x	x	2	1
HIF-2a inh	7	15	11	-29	-1	16
TRAIL sens C8	25	-16	0	6	3	8
Peg3 prom inh	7	8	-5	-9	-31	35
TWEAK Fn14 block	17	5	0	-26	-3	-35
TROY NFkB inh	8	5	-8	-7	0	-39

An excerpt from above in order of their number in HIF-2a inh, smallest number first:
entry	SMILES	HIF-2a inh
8	COc1ccc(C(CNS(=O)(=O)c2ccc(NC(C)=O)c(OC)c2)N2CCCCC2)cc1 (stereo not drawn)	-46
3	Cc1ccc(CNC(=O)CN(C)S(=O)(=O)c2ccc(F)cc2)cc1	-7
4	CCOc1ccc(Cl)cc1S(=O)(=O)NCc1ccccn1	18

Back to the main list, starting 4 compounds before the break.
27	O=C(COC(=O)CCCN1C(=O)c2cccc3cccc(c23)C1=O)NC1CCS(=O)(=O)C1 (stereo not drawn)
28	Cc1cc2oc(=O)cc(-c3ccccc3)c2c(C)c1-c1ccc(C#N)cc1
29	COC(=O)NNC(=O)c1ccc(C)c(Br)c1
30	COc1ccc(C(c2nnnn2C2CCCC2)N2CCN(c3ccccc3)CC2)cc1 (stereo not drawn)
31	Cn1c(N)c(C(C[N+](=O)[O-])c2ccccc2Cl)c(=O)n(C)c1=O (stereo not drawn)
32	CCOC(=O)/C(C#N)=C/c1cc(C)n(-c2ccc(C)cc2)c1C
33	O=C(NCCNc1cc(Cl)ccc1[N+](=O)[O-])c1ccco1
34	Cn1c(SCc2ccccc2C#N)nnc1-c1ccncc1
35	O=C(OCCN1C(=O)c2ccccc2C1=O)c1cc(S(=O)(=O)N2CCOCC2)ccc1Cl
36	CC(=O)N1CCOc2ccc(S(=O)(=O)Nc3ncccc3C)cc21
assay / compound	27	28	29	30	31	32	33	34	35	36
KKLEB cytotox	17	-19	12	9	8	2	2	-2	-7	-3
MITF TRPM1 inh	-12	3	-4	1	-6	-85	0	10	0	-11
NR2E3 ag-1	-27	-27	-26	4	-10	-82	-34	-26	0	-27
CF NFkB block	-24	22	-4	6	-5	-6	-7	-12	9	-17
Shn3 inh set2	-6	-4	-9	6	-12	-24	12	9	-1	-21
NR2E3 ag-2	x	x	2	1	1	4	-1	0	1	3
HIF-2a inh	11	-29	-1	16	18	-260	-38	11	17	-17
TRAIL sens C8	0	6	3	8	5	28	11	-6	-8	0
Peg3 prom inh	-5	-9	-31	35	8	-421	-14	0	13	9
TWEAK Fn14 block	0	-26	-3	-35	99*	42	-9	-2	26	2
TROY NFkB inh	-8	-7	0	-39	12	50*	2	6	-9	-16

37	C/C(=N\NC(=O)c1ccc([N+](=O)[O-])cc1)c1cc2ccccc2oc1=O
38	COc1ccc2c(c1)CCc1c(C(=O)N3CC4(C)CC3CC(C)(C)C4)noc1-2 (stereo not drawn)
39	CC1CCCCC1NC(=O)CCS(=O)(=O)c1ccc(Cl)cc1 (stereo not drawn)
40	C=CCn1c2ccccc2c(=O)c2cc(C#CC[C@@H](C)O)ccc21
41	COc1cccc(C(=O)NOCc2ccccc2)c1OC
42	COc1ccccc1CNC(=O)COC(=O)c1ccncc1
assay / compound	37	38	39	40	41	42
KKLEB cytotox	-6	-17	15	-5	-10	5
MITF TRPM1 inh	8	-2	-8	-89	-60	-4
NR2E3 ag-1	-33	-16	-5	-57	-66	4
CF NFkB block	-3	-3	-23	11	28	5
Shn3 inh set2	4	-3	-10	-100	-21	-5
NR2E3 ag-2	-1	-2	x	7	2	x
HIF-2a inh	8	21	8	-297	-184	9
TRAIL sens C8	6	15	9	53*	-10	-1
Peg3 prom inh	0	14	-6	-277	-171	15
TWEAK Fn14 block	-38	15	3	-132	-13	3
TROY NFkB inh	-34	-3	-5	-122	-33	-2

43	Cn1c(CCc2ccccc2)n[nH]c1=S
44	CC1c2nc3ccccc3n2C(CC(=O)NCCCN2CCOCC2)C(=O)N1Cc1ccccc1 (stereo not drawn)
45	COc1ccc(CCNC(=O)C(=O)NCC2OCCN2S(=O)(=O)c2ccccc2)cc1 (stereo not drawn)
46	COC(=O)/C(=C\c1ccc2c(c1)c1ccccc1n2C)NC(=O)c1ccccc1
47	CCOc1cc(NC(=S)NCC2CCCO2)c(OCC)cc1NC(=O)c1ccc(C)cc1 (stereo not drawn)
48	CCOC(=O)/C(=N/Nc1ccc(Cl)cc1)Sc1nnnn1-c1ccc(C)cc1
49	FC(F)(F)Oc1ccc(Nc2nc3ccccc3o2)cc1
50	CC1CCN(C(=S)NC(=O)C2CCCCC2)CC1
51	CC1(c2nnc(-c3ccc(F)cc3)o2)CC(c2ccc(Cl)cc2)=NO1 (stereo not drawn)
assay / compound	43	44	45	46	47	48	49	50	51
KKLEB cytotox	-1	-9	6	14	4	-7	2	-1	-18
MITF TRPM1 inh	-6	11	x	-7	-11	7	-52	0	1
NR2E3 ag-1	0	-13	5	-28	-21	-19	-98	1	-6
CF NFkB block	-7	17	-30	-34	5	-7	-5	10	2
Shn3 inh set2	-27	-7	12	-13	9	-7	-16	8	3
NR2E3 ag-2	2	0	3	-2	-2	-3	-2	0	0
HIF-2a inh	15	9	9	-53	22	7	-237	-7	-11
TRAIL sens C8	16	0	-2	-23	-9	-1	1	4	-2
Peg3 prom inh	-1	6	10	2	5	13	-226	-12	6
TWEAK Fn14 block	8	2	-18	-38	-5	-9	-27	-18	-9
TROY NFkB inh	4	6	5	-70	-2	7	-27	14	-9

A portion of the library. The share of hits here may be higher or lower than overall.
